mHTT CaM bind: mHTT-calmodulin interaction abrogation; inhibition, % at 15 µM; P42858; 190,000 compounds, 3.6% hits; AlphaScreen His-mHTT/GST-CaM binding, luminescence;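 note: 0% = both proteins with DMSO and 100% = one protein alone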
Pf apPOL block: Pf-apPOL DNA polymerase inhibition. Recombinant Pf-apPOL, molecular beacon fluorescence, 1.5 h. inhibition, % at 10 µM. 210,000 compounds, 0.25% hits. AID 1794808
* hit, by the source's call; . = not tested or not shown; & = joins results of further samples. Cut-off read from the data, not from the text of the source: active = inhibition above about 50%; inactive = the rest.

Value order: mHTT CaM bind, Pf apPOL block
CCC1CN2C=NC(N3CCN(C(=O)Nc4ccc(OC)c(Cl)c4)CC3)=CC2=N1 (stereo not drawn)
 : 3, -1
O=C(NCCCn1ccnc1)c1ccco1
 : 2, -2
CCc1ccccc1S(=O)(=O)N1CCc2c(c(COCc3ccccc3F)nn2C)C1
 : 7, 2
O=C(Cn1cc(COc2cc(F)cc(F)c2)nn1)c1ccc(O)cc1
 : 1, 1
COCCCNC(=O)N1CCc2cn(C)c3cccc(c23)C1
 : 0, -3
COc1cccc2c1OC1(C)CC2NC(=O)N1c1cccc(C(F)(F)F)c1 (stereo not drawn)
 : 0, 8
C=CCSc1nnc(-c2ccncc2)o1
 : 2, -4
COc1cc(C(=O)NCCSc2c[nH]c3ccccc23)cc(OC)c1OC
 : 14, -7
CCCn1c(SC)nnc1SC
 : ., -6
Cc1cc(-c2cc(C)[nH]n2)n[nH]1
 : -5&-2, -4
CN(C)CCN1C(=O)C(O)=C(C(=O)c2cccs2)C1c1ccccc1F (stereo not drawn)
 : 1, -5
CCN1C(=O)CCc2cc(NC(=O)COc3ccc(F)cc3)ccc21
 : 4, -9
CCN1C2=NCCN2c2ccccc21
 : -6, -15
Cc1nc2cc(NC(=O)CN3C(=O)c4ccccc4C3=O)ccc2n1-c1ccccc1
 : 36, 2
CCCOc1ccc(-c2nn(-c3ccccc3)cc2C=NC2CCS(=O)(=O)C2)cc1 (stereo not drawn)
 : 1, -7
Cc1ccn2cc(C(=O)NCCN3CCCCC3)nc2c1
 : -4, -5
O=C(Nc1cccnc1)c1cc(-c2ccc3c(c2)OCO3)on1
 : -2, -1
CC1(C)CC(CCN=Cc2ccccc2)(Cc2ccccc2)CCO1 (stereo not drawn)
 : 7, -3
O=C(Nc1cccc(Cl)c1Cl)c1cnn2c(C(F)(F)F)cc(-c3ccco3)nc12
 : 5, 2
CNC(=O)c1cc(N2CCOCC2)nc2ccc(F)cc12
 : -4, 4

Complete entries from above. Order of values: mHTT CaM bind, Pf apPOL block
Record of CCc1ccccc1S(=O)(=O)N1CCc2c(c(COCc3ccccc3F)nn2C)C1 → 7, 2
Record of Cc1ccn2cc(C(=O)NCCN3CCCCC3)nc2c1 → -4, -5
Record of O=C(Cn1cc(COc2cc(F)cc(F)c2)nn1)c1ccc(O)cc1 → 1, 1
Record of CNC(=O)c1cc(N2CCOCC2)nc2ccc(F)cc12 → -4, 4

(more compounds)
Value order: mHTT CaM bind, Pf apPOL block
CC(C)C(=O)Nc1cccnc1N1CCOCC1
 : -2, -4
CN1N=C(c2coc3ccccc23)CC1(O)C(F)(F)F (stereo not drawn)
 : ., -12
CCOc1ccc(NC(=O)c2ccccc2Br)cc1
 : 0, 6
CSc1ccccc1C(=O)N1CCC2(CC1)CC(=O)c1ccccc1O2
 : 11, 1
CN(C(=O)c1ccc(N2CCN(c3ccccn3)CC2)c([N+](=O)[O-])c1)C1CCCCC1
 : 8, -7
COc1cc(C2CC(=O)Nc3n[nH]c(-c4ccccc4)c32)ccc1O (stereo not drawn)
 : 54*, 1
COc1cccc(CNC(=O)c2ccc3c(c2)N(C)C2CCCCN2C3=O)c1OC (stereo not drawn)
 : 1, -3
CCNc1cc(NCCNC(=O)c2cccc(F)c2)nc(C)n1
 : -8, -4
CCC(C(=O)N1CCn2cnnc2C1)c1ccccc1 (stereo not drawn)
 : -5, 1
CNCC(O)CN1CCN(c2ccc([N+](=O)[O-])cc2)CC1 (stereo not drawn)
 : 9, 2
O=C(Nc1ccc2sccc2c1)c1ccc(S(=O)(=O)N2CCOCC2)cc1
 : 0, 0
CC(C)CC(=O)Nc1ccc(-n2cnc(C(=O)N3CCSCC3)c2)nc1
 : -6, -2
CCOC(=O)C1CCN(C(=O)c2cncc(-c3cccs3)c2)CC1
 : ., -16
COc1ccc(CCNC(=O)c2c(O)c3cccc4c3n(c2=O)CC4)cc1OC
 : 3, -12
O=C(CN1CCCCC1)C12CC3CC(C1)CC(c1ccccc1)(C3)C2
 : 5, 4
O=C(c1cc2c(s1)CCCC2)N1CCc2[nH]cnc2C12CCCCC2
 : 2, 8
Cc1nnc(N=CNO)s1
 : ., 0
BrC12CC3CC(C1)CC(Br)(C3)C2
 : -7, -6
Cc1ccc(C)c(C(=O)Nc2cccn3c(C)nnc23)c1
 : -2, 0
C=CCn1c(SCC(=O)N2CCOCC2)nc2sc3c(c2c1=O)CCC3
 : 7, -2
O=c1c2ccc([N+](=O)[O-])cc2nc2n1CC(Cl)CCC2 (stereo not drawn)
 : 1, -3
CN(C)C(CNC(=O)C1CCN(S(C)(=O)=O)CC1)c1ccccc1Cl (stereo not drawn)
 : -13, -7
O=C1/C(=C/c2ccc([N+](=O)[O-])cc2)C=C(c2ccccc2)N1c1ccccc1O
 : 24, 8
Oc1ccc2c(c1)CC[C@H](c1ccccc1)[C@@H]2c1ccc(OCCN2CCCC2)cc1
 : ., 10
Nc1nonc1-c1noc(-c2sc3ccccc3c2Cl)n1
 : -6&-5, -2
O=C(/C=C/c1cccc(Cl)c1)NCCCN=C1NS(=O)(=O)c2ccccc21
 : 2, -3
CCC1CN2C=NC(N3CCN(C(=O)Cc4cccc(OC)c4)CC3)=CC2=N1 (stereo not drawn)
 : 9, -3
CC(C)c1ccc2oc3nc(N)c(C(=O)O)cc3c(=O)c2c1
 : ., 13
O=C(Nc1nc(-c2cccc([N+](=O)[O-])c2)cs1)c1ccc(Cl)cc1Cl
 : 4, -4
CCS(=O)(=O)c1ccc(O)c(NC(=O)COc2cccc(C)c2)c1
 : 3, -10
O=C(Cn1nc2ccc(SCc3ccc(Cl)cc3)nn2c1=O)NC1CCCCC1
 : -10, 0
CCc1ccccc1N1CCN(C(=O)c2cccc(C)c2)C(C)C1=O (stereo not drawn)
 : -10, 0
O=C(NCc1ccco1)c1ccc(CS(=O)(=O)Cc2ccccc2Cl)o1
 : -2, -11
Cc1ccc(NC(=O)CSc2nc3c(c(=O)n2-c2ccccc2)SCC3)cc1
 : 8, -6
CC(=O)N1CCN(c2nc3c(s2)CC(C(=O)N2CCN(C(C)C)CC2)CC3)CC1 (stereo not drawn)
 : 6, -4
Cc1ccc(S(=O)(=O)c2ccc(-c3ccccc3)cc2)cc1
 : ., -28
N#C/C(=C1/CCCCN1)c1nnc2n1CCCC2
 : -2, .
COc1cc(/C=C(\C#N)c2nc3ccccc3n2C)cc(Br)c1O
 : 12, 3
C=CCSc1nnc(-c2ccc([N+](=O)[O-])cc2)n1-c1ccccc1
 : 16, 0
COc1cc(/C=C(\C#N)c2nc3ccccc3[nH]2)ccc1OCC(=O)O
 : 0, -2
COCCNC(=O)c1cc2cc(Br)cc(OC)c2oc1=O
 : 0, -1
O=C(NCCN1CCOCC1)c1cn2c(n1)CCC(c1ccccc1)C2 (stereo not drawn)
 : 8, -4
CCCN(CCC)S(=O)(=O)c1cc(-c2nc(C)c(C)s2)sc1C
 : -10, -5
O=C(Nc1ccccc1Cl)c1csc(-c2ccc(N3CCCC3)nc2)n1
 : -4, 4
COc1ccc(CNC(=O)C2CCN(c3ncnc4c3nc3n4CCCCC3)CC2)cc1
 : -3, 1
O=C1CCCC2=C1C(c1cccc(O)c1)n1nc(-c3ccccc3Cl)nc1N2 (stereo not drawn)
 : 16, -1
O=C(Nc1ccccc1)Nc1nccn(-c2ccc(Br)cc2)c1=O
 : 0, -3
COCCCNC(=O)c1ccc(-c2ccc(N3CCSCC3)nc2)cc1
 : 12, -2
CC(C)CNS(=O)(=O)CC1NCc2ccccc21 (stereo not drawn)
 : 5, -11
CSc1nnc(C)c(=O)n1COC(=O)C(c1ccccc1)c1ccccc1
 : 19, -5
CSCCC(C)(O)CNC(=O)C=Cc1ccccc1Cl (stereo not drawn)
 : -4, -5
COc1ccc(-n2nc(C)c3sc(N4CCC(NC(=O)C5CCCC5)CC4)nc32)cc1
 : 0, -4
COc1ccc(-c2cc(C(=O)N3CCCC3c3ccccc3F)no2)cc1OC (stereo not drawn)
 : 7, -3
CC(C)CCNC(=O)CC1CCN(C(=O)c2ccccc2)CC1
 : -5, -4
CC(C)NC(=O)N1CCCC(c2cccc(C(=O)N3CCN(C)CC3)c2)C1 (stereo not drawn)
 : -4, -8
O=C(NC1CC1)c1cccc(OCC2CCCN(C(=O)c3ccoc3)C2)c1 (stereo not drawn)
 : 3, -5
c1cc(CCCc2ccncc2)ccn1
 : -1, .
O=C(Nc1ccc([N+](=O)[O-])cc1Br)C1CC(=O)N(c2ccc(Cl)cc2)C1 (stereo not drawn)
 : -7, -6
Cc1nn(Cc2ccc(Cl)cc2)c(C)c1NC(=O)CCCn1nc([N+](=O)[O-])c(Cl)c1C
 : 29, -7
Cc1oc(C2CCN(S(=O)(=O)c3ccccc3F)CC2)nc1C(=O)N(C)C
 : 2, 1

Following part.
Value order: mHTT CaM bind, Pf apPOL block
COc1ccc(Br)cc1CNC(=O)Cc1c(C(=O)O)[nH]c2ccc(Cl)cc12
 : 15, -5
O=S1(=O)CC(N2CCCC2)CN1Cc1cn(Cc2ccc(Cl)cc2)nn1 (stereo not drawn)
 : -16&-17, -10&-8
COc1cc(OC)c2c(-c3cccc(-c4ccc(C#N)cc4)c3)cc(=O)oc2c1
 : 3, -5
COc1ccc(/C=C2\SC(=O)N(CNc3ccc(OC)c(Cl)c3)C2=O)cc1
 : 23, -2
CCn1ccc(C(=O)NC2CCN(c3nnc4ccc(C(F)(F)F)cn34)CC2)n1
 : 2, -5
Cc1ccc(NC(=O)C2CCN(c3ncnc4c3nc3n4CCCCC3)CC2)c(Cl)c1
 : 4, 4
COc1ccc(C(=O)NC(C)c2ccccc2)nn1 (stereo not drawn)
 : -14, 0
CCNC(=O)c1ccc(CN2CCN(c3ccccc3F)CC2)o1
 : -5, -3
CC(=O)Nc1ccc(S(=O)(=O)N2CCC(c3noc(-c4ccc(F)cc4)n3)CC2)cc1
 : 8, -3
Cc1ccc(C(=O)c2ccc([N+](=O)[O-])cc2Cl)cc1
 : 11, -6
CCC1C(=O)C[C@H]2CCN3C(=O)CCCC1C23 (stereo partly drawn)
 : -8, -4
Cn1c(=NC(=O)c2ccc(S(=O)(=O)N3CCCCCC3)cc2)sc2ccccc21
 : -3, -1
O=C1C([N+](=O)[O-])C(c2ccccc2)NC(c2ccccc2)C1[N+](=O)[O-] (stereo not drawn)
 : -3, -6
CCCNC(=O)N1CCN(Cc2nc3cccnc3n2-c2ccc(F)cc2)CC1
 : 3, 4
O=C(O)C(c1ccccc1)n1cccc1 (stereo not drawn)
 : ., 0
COc1ccc(-n2nc3c(c2NC(=O)C(C)(C)C)CS(=O)(=O)C3)cc1
 : 0, -1
COc1ccc(-c2ccc(/C=C/C(=O)c3ccco3)o2)cc1
 : 30, -2
CN(CCC(N)=O)Cc1ccccc1
 : -7, -12
N#Cc1c(OCC(F)(F)F)ccc(Sc2ncccn2)c1OCC(F)(F)F
 : ., -3
O=C(Nc1c(F)c(F)c(F)c(F)c1F)c1cccc([N+](=O)[O-])c1
 : -2, -4
NC(=S)NN=Cc1ncc(C(F)(F)F)cc1Cl
 : ., -25
COc1ccc(S(=O)(=O)N2Cc3ccccc3CC2C(=O)Nc2ccccc2OC)cc1 (stereo not drawn)
 : -9, -5
Cn1nnc2cc(C(=O)NC3CC3)ccc21
 : -1, -3
COc1ccc(OC)c(NC(=O)c2c(N)sc3c2CCC3)c1
 : 41, -10
COC(=O)CCC(=NNc1ccc([N+](=O)[O-])cc1[N+](=O)[O-])c1ccc(C)cc1
 : ., -6&-14
COc1cccc(C2C(C#N)=C(N)Oc3n[nH]c(-c4ccccn4)c32)c1 (stereo not drawn)
 : 12, -6
COC[C@H](NS(=O)(=O)c1ccc(Br)cc1F)[C@@H](O)c1ccccc1
 : -7, -6
Cc1cc(C)c(-c2ccn(C(=O)c3snnc3C)n2)[nH]1
 : ., -2
Oc1ccc(C=NCC23CCC4CC(CC(C4)C2)C3)cc1
 : -2, 3
COc1cc(/C=C2\C(=O)NN(c3ccc(C)cc3)C2=O)ccc1OCc1ccc(Cl)cc1
 : 5, -2
CCC(=O)Nc1cccc(-c2nnc(SCc3ccccc3Cl)n2C)c1
 : 10, 3
Cc1c(C(=O)Nc2ccccc2[N+](=O)[O-])csc1-c1ccccc1
 : 18, -12
Cc1ccc(C(=O)N2CCC(c3ccncc3)CC2)cc1
 : 5, -5
CC1CCCCN1Cc1c(O)ccc2c1OC(=Cc1cc3ccccc3o1)C2=O (stereo not drawn)
 : -2, -20
Cc1c(N=Cc2ccc(-c3ccccc3[N+](=O)[O-])o2)c(=O)n(-c2ccccc2)n1C
 : 44, -7&-9
O=C(Nc1ccc2c(c1)N(C(=O)c1ccco1)CC2)c1ccc2c(c1)OCO2
 : 11, -3
CS(=O)(=O)NCCOc1ccccc1-c1ccccc1
 : -7, -2
COc1cccc(NC(=O)C(=O)NCCc2ccc(Cl)cc2)c1
 : -3, -3

Another view of part of the listing above.
SMILES,mHTT CaM bind,Pf apPOL block
COc1ccc(S(=O)(=O)N2Cc3ccccc3CC2C(=O)Nc2ccccc2OC)cc1 (stereo not drawn),-9,-5
Cn1nnc2cc(C(=O)NC3CC3)ccc21,-1,-3
COc1ccc(OC)c(NC(=O)c2c(N)sc3c2CCC3)c1,41,-10
COC(=O)CCC(=NNc1ccc([N+](=O)[O-])cc1[N+](=O)[O-])c1ccc(C)cc1,.,-6&-14
COc1cccc(C2C(C#N)=C(N)Oc3n[nH]c(-c4ccccn4)c32)c1 (stereo not drawn),12,-6

Screening data deposited in PubChem by University of Kansas High Throughput Screening Laboratory.
